Screens: PubChem BioAssay, National Center for Advancing Translational Sciences (NCATS)
GLS inh: glutaminase GLS (human) inhibition; GLS enzymatic activity, qHTS titration; Potency, µM (doses to about 45.5 µM), without a hit: at the top dose activity change, negative = inhibition, hits mostly inhibitors; hit rate 0.21% among 410,000; note: potency is the fitted concentration of half-maximal effect; % is set by controls: 0 for no effect and ±100 for the full control effect
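hKGA in 45 mM KH2PO4 pH 8.2, 0.02% Tween-20 with pin-transferred compounds; 1 mM L-glutamine (stock) plus glutamate oxidase/HRP/Amplex Red coupling added. Fluorescence read initially and after 30 min at RT.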
PGK inhibitor: inhibitors of T. brucei phosphoglycerate kinase. PGK/GAPDH coupled, Kinase-Glo luminescence, 60 min. Potency, µM (titrated, usually from 57.5 µM), inactives show at the highest dose activity change, negative = inhibition, hits mostly inhibitors. hit rate 0.043% among 380,000. AID 602233; note: potency is the fitted concentration of half-maximal effect; % is set by controls: 0 for no effect and ±100 for the full control effect; nearly all actives have a fitted effect of over 60% in size
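Recombinant glycosomal PGK reaction used 1,3-bisphosphoglycerate generated in-well by GAPDH (100nM final) in 100mM TEA pH 7.6, 5mM MgCl2, 0.01% Tween-20. After 60 minutes at room temperature, ATP was read by Kinase-Glo Plus luminescence end-point.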
G9a block: blocks human histone lysine methyltransferase G9a | Q96KQ7 | G9a H3K9 monomethylation, AlphaScreen, 2 h | Potency, µM (titrated, usually from 102 µM), inactives show at the top dose activity, negative = inhibition, actives largely listed as inhibitors | hit rate 8.8% among 350,000 | AID 504332; note: potency is the fitted concentration of half-maximal effect; % is set by controls: 0 for no effect and ±100 for the full control effect; nearly all actives have a fitted effect of over 75% in size
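G9a (20 nM) preincubated 15 min RT with compounds, then 500 nM biotinylated H3K9 peptide and 20 uM SAM added; 2 h RT reaction. Monomethyl-H3K9 product detected by AlphaScreen with anti-H3K9me1 antibody, streptavidin donor and anti-rabbit IgG acceptor beads.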
HP1b binding inh: blocks HP1-beta chromodomain binding to methylated histone tails | P83916 | AlphaScreen HP1-beta / biotin-H3K9me3 peptide binding | Potency, µM (highest dose often 114 µM), without a hit: at the highest dose activity change, negative = inhibition, most hits filed as inhibitors | hit rate 0.56% among 390,000 | AID 540317; note: potency is the fitted concentration of half-maximal effect; nearly all actives have a fitted effect of over 70% in size; inactives centre near 23
Target sequence (P83916 whole entry, looked up): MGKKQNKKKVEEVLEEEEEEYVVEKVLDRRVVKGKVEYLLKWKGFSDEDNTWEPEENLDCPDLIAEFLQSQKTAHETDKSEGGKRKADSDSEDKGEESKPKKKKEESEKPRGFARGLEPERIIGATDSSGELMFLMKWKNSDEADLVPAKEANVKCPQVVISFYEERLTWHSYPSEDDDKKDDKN
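Compound inhibition of the preformed complex between 50 nM HP1-beta and 50 nM biotinylated H3K9me3 peptide was read by AlphaScreen. Buffer was PBS pH 7.4 with 0.01% Tween-20. Incubations ran 30 min at room temperature, with 10 ug/mL donor/acceptor beads.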
BAZ2B inh: BAZ2B (human) inhibition | Q9UIF8 | Potency, µM (highest dose often 114 µM), for inactives: top-dose activity change, negative = inhibition, usual class: inhibitors | hit rate 4.4% among 360,000 | AlphaScreen BAZ2B-H3K14Ac peptide displacement; note: potency is the fitted concentration of half-maximal effect; % is set by controls: 0 for no effect and ±100 for the full control effect; nearly all actives have a fitted effect of over 60% in size
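Compounds, titrated to a top concentration of 110 uM, were incubated 30 min at room temperature with preformed BAZ2B/acetyl-K14 H3 peptide complex (50 nM each). Proximity signal was measured by AlphaScreen after 20 min with beads.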
Pol eta inh: inhibitors of human DNA polymerase eta; AID 588591; recombinant Pol eta, fluorescent DNA replication assay; Q9Y253; hit rate 1.2% among 390,000; Potency, µM (titrated, usually from 114 µM), without a hit: at the highest dose activity change, negative = inhibition, actives largely listed as inhibitors; note: potency is the fitted concentration of half-maximal effect; % is set by controls: 0 for no effect and ±100 for the full control effect
Target sequence (Q9Y253 whole entry, looked up): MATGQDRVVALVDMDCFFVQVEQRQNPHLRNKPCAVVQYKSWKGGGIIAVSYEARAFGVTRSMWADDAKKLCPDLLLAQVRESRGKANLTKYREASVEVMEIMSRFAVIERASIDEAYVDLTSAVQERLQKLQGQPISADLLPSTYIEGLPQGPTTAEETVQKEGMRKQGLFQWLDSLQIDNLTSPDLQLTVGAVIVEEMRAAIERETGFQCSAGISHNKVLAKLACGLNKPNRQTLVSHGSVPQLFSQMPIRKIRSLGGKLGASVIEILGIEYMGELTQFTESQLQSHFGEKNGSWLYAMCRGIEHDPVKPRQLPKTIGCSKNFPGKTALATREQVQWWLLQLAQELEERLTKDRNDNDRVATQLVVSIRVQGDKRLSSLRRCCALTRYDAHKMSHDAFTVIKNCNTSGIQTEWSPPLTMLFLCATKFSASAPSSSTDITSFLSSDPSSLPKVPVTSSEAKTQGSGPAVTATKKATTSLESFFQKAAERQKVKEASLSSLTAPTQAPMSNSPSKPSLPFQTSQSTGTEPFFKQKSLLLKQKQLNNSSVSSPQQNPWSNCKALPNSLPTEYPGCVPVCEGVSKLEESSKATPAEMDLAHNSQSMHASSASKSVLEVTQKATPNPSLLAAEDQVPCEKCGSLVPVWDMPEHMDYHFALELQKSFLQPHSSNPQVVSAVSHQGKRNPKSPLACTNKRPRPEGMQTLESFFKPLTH
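Pol eta (10 nM) was preincubated with compounds for 15 min at room temperature, after which fluorescent replication substrate (50 nM final) was added to start the reaction. Fluorescence was read kinetically at 0 and 10 min.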
JMJD2A Tudor inh: inhibitors of human JMJD2A Tudor domain; Potency, µM (top dose mostly 114 µM), inactives show at the highest dose activity change, negative = inhibition, usual class: inhibitors; AID 504339; O75164; AlphaScreen JMJD2A-Tudor / H3K4me3 peptide binding; hit rate 4.4% among 390,000; note: potency is the fitted concentration of half-maximal effect; % is set by controls: 0 for no effect and ±100 for the full control effect; nearly all actives have a fitted effect of over 50% in size
PI4K2A block: inhibitors of human PI4K2A; Q9BTU6; purified PI4K2A, ADP-Glo luminescence, 1 h; stronger effect = lower value; activity change, negative = inhibition, % at 76.9 µM; hit rate 0.13% among 420,000; in the data active = activity change below about -50%; inconclusive = mostly about -30% to -49%;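 note: -100% = wells without enzyme as full effect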
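In this quantitative HTS, ADP production by PI4K2A was quantified luminescently after 1 h at ambient temperature; 100 microM adenosine served as plate-quality control.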
Pin1 inh: blocks the human prolyl isomerase Pin1; Pin1 FP peptide displacement, HiFluor488, 10 min; hit rate 0.009% among 390,000; Potency, µM (highest dose often 115 µM), inactives show at the top dose activity, negative = inhibition, hits mostly inhibitors; AID 504891; active = well fitted inhibition curve with a large enough effect in the polarisation, with a control signal flat, not every such curve was filed as active; inconclusive = small, poorly fitted or top-dose-only effect, or effect the other way, or a change in a side signal; inactive = no such curve, though single readings can be large or run the other way; the % refers to the polarisation; note: potency is the fitted concentration of half-maximal effect; % is set by controls: 0 for no effect and ±100 for the full control effect
Target sequence (Q13526 whole entry, looked up): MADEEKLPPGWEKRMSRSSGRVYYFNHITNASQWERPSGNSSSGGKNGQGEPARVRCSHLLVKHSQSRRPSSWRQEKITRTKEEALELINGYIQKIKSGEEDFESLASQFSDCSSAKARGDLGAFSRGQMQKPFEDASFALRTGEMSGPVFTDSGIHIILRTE
* hit, by the source's call; i = inactive; ? = inconclusive; . = not tested or not shown; & = joins results of further samples; ! = not confirmed by another sample; [ ] = remark or other dose. Unless noted, calls come from the whole dose curve; as a rule, active = well fitted curve in the direction sought with a large enough effect; inconclusive = small, poorly fitted or top-dose-only effect, or another doubt; inactive = no such curve, though single readings can be large; an effect the other way counts as inactive or inconclusive. Only part of the results is shown; the hit share may differ from the screen's.

SMILES	GLS inh	PGK inhibitor	G9a block	HP1b binding inh	BAZ2B inh	Pol eta inh	JMJD2A Tudor inh	PI4K2A block	Pin1 inh
COc1ccc2[nH]c3c(c2c1)CCN1C(=O)C(CC(=O)NCCN2CCOCC2)C[C@H](C(=O)N2CCCCC2)[C@@]31C (stereo not given in full)	5%	3%	.	35%[activator]	.	-12%	-13%	3	5%
O=C(CN1CCSc2ccccc21)NCc1ccccc1F	32%	i	-33%[59 µM]	10%[57 µM]	-34%	-16%	-30%	0	0%
Cc1cc(C)nc(NC(=O)Cc2ccc(Br)cc2)n1	-7%	i	-4%	49%[activator]	-6%	?	8%	1	4%
CCn1c(SCC(=O)NCc2cccs2)nnc1-c1ccco1	3%	0%	5%	-5%	2%	-9%	?	2	-3%
Cc1cccc(C(=O)Nc2ccc(OCc3cc(=O)n4ccsc4n3)cc2)c1	3%	-6%	-4%[59 µM]	20%	-3%	-17%	-11%	-5	-5%
NC(=O)c1ccc(-c2ncc(-c3ccccc3)o2)cc1	2%	-3%	8%[12.7 µM]	20%	3%	-3%	-15%	4	8%
COc1ccccc1OCC(=O)NCc1cccs1	-1%	-11%	-1%	27%	-4%	7%	-11%	-4	3%
CCCCc1nc(SCC(=O)Nc2ncccn2)n[nH]1	-6%	-3%	7%	45%[activator]	-10%	-9%	-5%	1	-5%
CCC(=O)N1CCc2cc(S(=O)(=O)NC(Cc3ccccc3)C(=O)Nc3ccccc3C)ccc21 (stereo not given)	1%	i	4%[59 µM]	29%	.	-12%	-12%	2	9%
CN1CN=C(NS(=O)(=O)c2ccc([N+](=O)[O-])cc2)NC1	2%	-8%	50%[activator]	25%	-23%	-9%	-14%	6	-3%
O=C(O)COc1ccc2c3c(c(=O)oc2c1)CCC3	-3%	-2%	-21%	39%	-1%	?	3%	5	3%
O=c1cc(N2CCN(c3ccc(F)cc3)CC2)[nH]c(=O)n1Cc1ccc(F)cc1	24%	4%	3%[59 µM]	22%	2%	-3%	-11%	-6	-1%
O=C(OCN1C(=O)c2ccccc2C1=O)c1cccnc1SC(F)F	-2%	-1%	-10%	-6%	2%	-1%	-12%	-1	-10%
Cc1cc(C)c2c(NC(=S)Nc3ccccc3)n[nH]c2n1	-24%	-1%	?	8%	1%	-11%	-8%	18	12%
CNC(=O)CSc1nnc(-c2cccnc2)n1CCc1ccccc1	4%	-3%	-16%[12.7 µM]	18%	1%	-3%	-8%	-1	-5%

Copied from the entries so far, two compounds:
SMILES	GLS inh	PGK inhibitor	G9a block	HP1b binding inh	BAZ2B inh	Pol eta inh	JMJD2A Tudor inh	PI4K2A block	Pin1 inh
O=C(OCN1C(=O)c2ccccc2C1=O)c1cccnc1SC(F)F	-2%	-1%	-10%	-6%	2%	-1%	-12%	-1	-10%
Cc1cc(C)c2c(NC(=S)Nc3ccccc3)n[nH]c2n1	-24%	-1%	?	8%	1%	-11%	-8%	18	12%

One compound at a time, as listed above.
`O=C(OCN1C(=O)c2ccccc2C1=O)c1cccnc1SC(F)F` is listed as GLS inh: -2%; PGK inhibitor: -1%; G9a block: -10%; HP1b binding inh: -6%; BAZ2B inh: 2%; Pol eta inh: -1%; JMJD2A Tudor inh: -12%; PI4K2A block: -1; Pin1 inh: -10%
`CCC(=O)N1CCc2cc(S(=O)(=O)NC(Cc3ccccc3)C(=O)Nc3ccccc3C)ccc21` (stereo not given) is listed as GLS inh: 1%; PGK inhibitor: i; G9a block: 4%[59 µM]; HP1b binding inh: 29%; BAZ2B inh: .; Pol eta inh: -12%; JMJD2A Tudor inh: -12%; PI4K2A block: 2; Pin1 inh: 9%
`Cc1cc(C)nc(NC(=O)Cc2ccc(Br)cc2)n1` is listed as GLS inh: -7%; PGK inhibitor: i; G9a block: -4%; HP1b binding inh: 49%[activator]; BAZ2B inh: -6%; Pol eta inh: ?; JMJD2A Tudor inh: 8%; PI4K2A block: 1; Pin1 inh: 4%

Additional records follow:
SMILES	GLS inh	PGK inhibitor	G9a block	HP1b binding inh	BAZ2B inh	Pol eta inh	JMJD2A Tudor inh	PI4K2A block	Pin1 inh
CCOC(=O)c1c(C)[nH]c(C)c1S(=O)(=O)N1CCN(c2ccc(F)cc2)CC1	16%	i	.	41%[activator]	71µM*	-7%	4%	0	3%
CCc1cc2c(=O)c(-c3ccc4c(c3)OCCO4)c(C)oc2cc1OS(C)(=O)=O	8%	-9%	-3%[59 µM]	14%	0%	-6%	-21%	2	53%[activator]
Cc1c(Cl)cccc1NC(=O)c1cc(-c2cccc(Cl)c2)on1	4%	2%	-27%[59 µM]	6%	-21%	2%	-10%	3	1%
O=C(CSCc1ccccc1Cl)NNC(=S)Nc1ccccc1	28%	-3%	7.9µM*	-28%	-33%	-6%	?	1	-6%
O=C(NCc1nnc2c(C(F)(F)F)cc(Cl)cn12)c1ccco1	3%	1%	4%	58%[activator]	4%	3%	-10%	-3	-6%
CCCCn1c(=O)c(CCC(=O)O)nc2ccccc21	-2%	5%	?	25%	-3%	-26%	4%	1	-1%
CS(=O)(=O)c1ccc(NCCN2CCOCC2)c([N+](=O)[O-])c1	0%	i	10%	8%	5%	-18%	-19%	-2	-11%
CCc1ccc2nc(N)sc2c1	2%	-4%	6%	14%	-2%	5%	-10%	-2	-4%
C=CCOc1cccc(CNCc2cccnc2)c1	4%	1%	.	27%	?	2%	-16%	-5	-8%
CC(C)(C)c1ccc(S(=O)(=O)N2CCC(N3CCCCC3)CC2)cc1	0%	i	3%	11%	-6%	-10%	-16%	3	-4%
CCc1sc(C(=O)Nc2ncccc2C)cc1C	38%	-1%	?	-4%	-18%	-5%	-14%	-1	2%
CCCCCCSc1ccc(-c2nc3ccc(Cl)cn3c2NCc2ccccc2)cc1	10%	i	.	110%[activator]	.	-15%	6%	0	10%
COc1ccccc1N1CCN(CCC(=O)Nc2cccc(F)c2)CC1	23%&6%	-10%&-6%	-11%[59 µM]	4%	-20%	-2%&-8%	-27%	-2&5	-5%
O=C(NCc1nnc2c(C(F)(F)F)cc(Cl)cn12)c1ccc(Br)o1	0%	-10%	30%	38%	-11%	-20%	-14%	-2	1%
O=C1C=C(O)CC(c2ccco2)C1 (stereo not given)	?	?	?	-34%	?	3.2µM*	56µM*	-7	.
Cc1ccc(NC(=O)Cn2c(=O)n(Cc3ccc4c(c3)OCO4)c(=O)c3ccc(C(=O)NC4CCCCC4)cc32)c(C)c1	0%	9%	7%[59 µM]	27%	.	-16%	-8%	1	7%
NNc1nncc2ccccc12	1%[20 µM]	.	7.9µM*!	.	.	-3%[57.1 µM]	.	-4	.
COc1ccc(NC(=O)C(Cl)=C(Cl)Cl)cn1	-2%	i	25%	24%	5%	-11%	-2%	-3	-9%
CCOC(=O)CNC(=O)Nc1cc(C(=O)NCc2ccccc2OC)ccc1N1CCCC1	26%	0%	-2%[12.7 µM]	29%	-3%	-14%	-5%	2	-6%
CCCOc1ccc(N2C(=O)CC(N3CCCC(C(=O)N4CCCC4)C3)C2=O)cc1 (stereo not given)	10%	6%	?	52%[activator]	1%	-5%	0%	-6	-8%
Nc1nc(CSc2nc3ccccc3[nH]2)cs1	5%	2%	?	1%	-6%	-11%	21%[11.4 µM]	-2	4%
CCOC(=O)C1(c2csc(N)n2)COC(=O)C1 (stereo not given)	23%	i	?	18%	-32%	-1%	-8%	-1	0%
NC(=O)c1ccc(-n2nnnc2SCC(=O)Nc2ccccc2F)cc1	-1%	1%	-9%[2.33 µM]	3%	3%	5%	-12%	7	-7%
COc1ccc(/C=N\NC(=O)c2nn(C)cc2Cl)cc1CN1CCOCC1	4%	6%	9%[59 µM]	12%	0%	-14%	4%	5	5%
CCOC(=O)Nc1ccccc1C(=O)N1CCOCC1	5%	-12%	11%	23%	-3%	-7%	-11%[57.1 µM]	4	-13%
CC(=O)c1ccc(NC(=O)C(C)n2nc(-c3ccccc3)ccc2=O)cc1 (stereo not given)	6%	7%	8%[59 µM]	44%[activator]	-6%	-3%	-1%	-2	22%
CCCCCC(C)NC(=S)NC(=O)c1cc(S(=O)(=O)N2CCOCC2)ccc1C (stereo not given)	10%	-1%	11%[59 µM]	-3%	-4%	-23%	-30%	-3	3%
Cc1ccc2[nH]cc(CCNS(=O)(=O)c3ccc(F)cc3)c2c1	6%	i	24%[59 µM]	32%	?	-16%	-26%	-4	1%
CCC1(c2ccc(F)cc2)NC(=O)N(CC(=O)Nc2cccc(S(=O)(=O)N3CCCC3)c2)C1=O (stereo not given)	-3%	-3%	.	30%	.	-14%	-1%	3	2%
COc1cc(NC(=O)CCCNC(=O)c2ccc(Cl)cc2)cc(OC)c1	0%	-6%	-1%	57%[activator]	1%	-17%	-35%	2	-5%

JMJD2A Tudor inh, hit marks shown above
SMILES	GLS inh	PGK inhibitor	G9a block	HP1b binding inh	BAZ2B inh	Pol eta inh	JMJD2A Tudor inh	PI4K2A block	Pin1 inh
O=C1C=C(O)CC(c2ccco2)C1 (stereo not given)	?	?	?	-34%	?	3.2µM*	56µM*	-7	.

The list goes on.
SMILES	GLS inh	PGK inhibitor	G9a block	HP1b binding inh	BAZ2B inh	Pol eta inh	JMJD2A Tudor inh	PI4K2A block	Pin1 inh
CCOc1ccccc1-n1c(SCC(=O)N2CCOCC2)nnc1-c1ccccn1	-9%	8%	14%[59 µM]	23%	-34%	-11%	0%	0	?
CCOc1cc2c(Cl)ncnc2c(OCC)c1OCC	-3%	i	?	50%	3%	-10%	-10%	-1	-7%
CC(=O)c1cccc(NC(=O)c2ccccc2OCc2ccc(F)cc2)c1	-16%	i	-11%	23%	0%	-11%	5%	2	13%
CC(C)CCOc1cccc(OCC(=O)NC2CCS(=O)(=O)C2)c1 (stereo not given)	17%	-6%	-38%[12.7 µM]	15%	-11%	-15%	-9%	-5	0%
